# Compound activity (PubChem BioAssay)
# HTRA1 inh = inhibitors of human serine peptidase HTRA1 | hit rate 0.5% among 340,000 | recombinant HTRA1, FP-rhodamine activity-based probe, fluorescence polarization | inhibition, % at 5.96 µM; in the data active means inhibition above about 36%;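 further: 0% = enzyme with DMSO and 100% = wells lacking enzyme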
# PG9 Ab binder = binds the HIV-1 gp120 antibody PG9; TR-FRET gp120-PG9 antibody binding; inhibition, % at 6.7 µM; hit rate 0.43% among 360,000; in the data active means inhibition above about 8.5%
# TDP2 inh = blocks human TDP2 phosphodiesterase activity | AID 720702 | O95551 | recombinant TDP2, T5PNP hydrolysis, p-nitrophenol absorbance 415 nm | hit rate 0.34% among 370,000 | inhibition, % at 12.8 µM;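 active means inhibition above the mean of all tested compounds plus 3 SD, set per campaign, cut at about 25% in these data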;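 further: 0% = DMSO with enzyme and 100% = buffer with substrate but no TDP2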
# Target sequence (O95551 whole entry, looked up): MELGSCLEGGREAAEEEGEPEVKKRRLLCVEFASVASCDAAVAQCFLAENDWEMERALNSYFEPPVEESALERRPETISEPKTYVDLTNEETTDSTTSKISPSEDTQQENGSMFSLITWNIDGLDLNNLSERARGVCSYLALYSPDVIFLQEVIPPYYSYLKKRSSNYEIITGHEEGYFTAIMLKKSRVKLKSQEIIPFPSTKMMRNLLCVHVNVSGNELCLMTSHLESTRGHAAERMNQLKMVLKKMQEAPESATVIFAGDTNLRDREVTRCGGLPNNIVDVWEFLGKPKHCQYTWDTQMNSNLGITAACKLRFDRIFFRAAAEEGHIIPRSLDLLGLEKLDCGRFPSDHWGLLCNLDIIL
#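 Incubation: 2 h at 37 °C; Test system: recombinant human TDP2; Quantity: enzyme 120 nM; Read-out basis: percent inhibition; Medium: 50 mM Tris-HCl pH 7.5 with Mg2+, KCl, DTT, BSA; Repeats: single replicate; Compound: 12.8 µM single point, 1% DMSO; Signal: epi absorbance; Reagent: 5 mM T5PNP chromogenic substrate; Benchmarks: no-enzyme high, DMSO-plus-enzyme low.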
# mABHD4 FP = inhibitors of mouse ABHD4; Q8VD66; purified mABHD4, FP-Rh probe fluorescence polarization; inhibition, % at 8.92 µM; hit rate 0.54% among 370,000;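 active means inhibition exceeding the mean over every tested compound plus 3 SD, cut at about 30% in these data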;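 further: 0% = plate median of compound wells and 100% = S159A mutant with DMSO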
#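 Material: mouse ABHD4 enzyme, wild type; Benchmarks: S159A mutant high control, sample median low control; Buffer or medium: HEPES pH 7.0, NaCl, Pluronic buffer; Signal: fluorescence polarization; Read-out: percent inhibition of probe binding, normalized to plate controls; Timing: pre-incubation 45 min, probe exposure 60 min, at 25 °C; Dosing: 8.92 µM, single dose.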
# DDE Tn7 FP inh = DD(E)-Tn7 binding inhibition, primary FP screen. P02675. FP displacement of FITC-Tn7 peptide from fibrin DD(E); 0% = median of compound wells per plate. inhibition, % at 8.3 µM. hit rate 0.13% among 370,000. AID 720508;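 active means inhibition above the mean of compounds falling within the control limits plus 3 SD of them, cut at about 14% in these data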;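 further: 0% = plate median of compound wells and 100% = 10 µM Aha-Tn7 peptide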
# Target sequence (P02675 whole entry, looked up): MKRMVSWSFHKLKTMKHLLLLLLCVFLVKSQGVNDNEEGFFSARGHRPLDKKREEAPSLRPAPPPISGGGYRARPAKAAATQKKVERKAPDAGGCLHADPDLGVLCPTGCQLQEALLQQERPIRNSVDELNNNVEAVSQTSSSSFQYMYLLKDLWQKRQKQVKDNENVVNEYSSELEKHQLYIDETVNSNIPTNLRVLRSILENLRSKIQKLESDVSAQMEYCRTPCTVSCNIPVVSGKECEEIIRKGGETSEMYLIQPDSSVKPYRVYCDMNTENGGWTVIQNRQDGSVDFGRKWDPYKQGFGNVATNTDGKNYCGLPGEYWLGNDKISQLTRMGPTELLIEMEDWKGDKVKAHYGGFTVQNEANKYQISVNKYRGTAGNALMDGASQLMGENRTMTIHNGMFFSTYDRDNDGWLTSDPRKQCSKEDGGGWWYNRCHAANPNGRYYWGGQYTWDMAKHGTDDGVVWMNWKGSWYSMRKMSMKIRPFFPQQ
#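 Also added: labelled Tn7 tracer, 0.1 µM; Assay system: human fibrin DD(E) protein; Amount: 2 µM fibrin DD(E); Schedule: 10 min compound pre-incubation, 3 h probe incubation at room temperature; Repeats: one replicate per compound; Read-out basis: percent inhibition; Measured by: fluorescence polarization of the labelled Tn7 tracer.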
# SIAE primary = inhibitors of human sialic acid acetylesterase SIAE. SIAE FP-Rh probe binding, fluorescence polarization. inhibition, % at 9.66 µM. Q9HAT2. hit rate 0.69% among 370,000. AID 1053197;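 active means inhibition above a cutoff: mean of compounds within the control limits plus 3 SD of those, cut at about 17% in these data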;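 further: 0% = plate median of compound wells and 100% = probe without SIAE protein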
# UHRF1 binding = human UHRF1 methylated DNA binding inhibitors; UHRF1 binding to methylated oligo, TR-FRET; Q96T88; AID 687016; hit rate 0.75% among 370,000; inhibition, % at 4.4 µM; in the data active means inhibition above about 21%;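 further: UHRF1 SRA domain binding a hemimethylated CpG hairpin DNA probe; 0% = median of test compound wells and 100% = reference inhibitor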
# LEDGF integ inh = blocks HIV-1 LEDGF/p75-dependent DNA integration; hit rate 0.64% among 370,000; inhibition, % at 3.7 µM; TR-FRET IN-LEDGF/p75 DNA integration, Eu/Cy5; AID 743269;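 active means inhibition above the screen-wide mean plus 3 SD, cut at about 13% in these data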;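 further: signal is the Cy5 over europium emission ratio at 671 and 618 nm; 0% = plate median of compound wells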
# TCR-CD3 inh = human TCR-CD3 binding inhibition; TAMRA-labeled TCR probe fluorescence, biochemical; inhibition, % at 9.4 µM; hit rate 0.37% among 360,000; AID 651800; in the data active means inhibition above about 19%;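 further: recombinant mutant TCR 2C K166C tagged with TAMRA read by polarization; 0% = receptor in buffer alone and 100% = receptor with positive control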
# PRMT1 FP inh = inhibitors of human PRMT1. Q99873. recombinant PRMT1, activity-based probe fluorescence polarization. inhibition, % at 2.79 µM. hit rate 1.3% among 370,000. AID 652257;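 active means inhibition above about 21% made by adding two undisclosed values, limit read from the data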
# * = called active by the depositor; x = not tested or not shown.
canonical_smiles	PRMT1 FP inh	mABHD4 FP	TDP2 inh	HTRA1 inh	DDE Tn7 FP inh	PG9 Ab binder	TCR-CD3 inh	SIAE primary	UHRF1 binding	LEDGF integ inh
CC(C(=O)NCc1cccs1)N1CCN(S(=O)(=O)c2ccc3c(c2)OCCCO3)CC1 (centres undefined)	-1	1	-2	-3	6	1.0	3	3	2	1
O=C(O)C1C2CCC(C2)C1C(=O)NCc1ccccn1 (centres undefined)	-2	-6	10	4	-1	-0.6	9	3	2	-2
O=C(NCc1ccc2c(c1)OCO2)C1CCC(=O)N1C1CCCC1 (centres undefined)	-1	-2	-13	0	5	-2.2	6	3	0	-2
C=CCNC(=O)c1ccc(-c2nc(-c3ccccc3)cs2)cc1	2	-2	3	-9	3	-1.4	-6	-1	0	-3
CC1CCCCN1S(=O)(=O)c1ccc(S(=O)(=O)N2CCN(C)CC2)cc1 (centres undefined)	1	5	-13	4	2	-0.1	2	-1	0	-3
CC1(C)Nc2ccccc2C(=O)N1c1ccccc1	0	0	-11	-5	-2	-0.5	1	-6	-2	1
COC(=O)c1cc(OC)c(OC)cc1NC(=S)N1CCCC1	-4	1	9	3	-1	-1.9	2	5	-2	-2
CN(CCO)CCC(=O)NC1(C)CS(=O)(=O)CC1S(=O)(=O)O (centres undefined)	-2	4	-5	-4	1	-0.6	8	-3	7	-1
O=C(Nc1c2c(nc3ccccc13)CCCC2)c1ccccc1Cl	0	-1	5	5	-1	-3.3	2	-6	-1	5
COc1ccccc1CNC(=O)c1cccc(S(=O)(=O)N2CCN(c3ccc(F)cc3)CC2)c1	6	-15	-1	-23	3	-1.7	-4	6	6	-1
COc1ccccc1NC(=O)CSc1nnc(COc2ccccc2OC)n1C	-3	-2	3	-1	14*	-1.4	-1	2	-1	2
NCCCNC(=O)c1ccc(/C=N/O)nc1	-4	2	11	7	-3	1.1	-9	2	-1	1
COc1cc(/C=N/OCC(=O)Nc2cc(C)on2)ccc1OCc1ccccc1	0	2	-11	-10	-5	1.1	-2	-5	3	0
CC(C)CN1CCC(=O)N([C@H](COc2ccccc2)Cc2ccccc2)CC1	-1	0	4	2	6	-2.4	9	0	0	1
O=C(c1ccc(-c2ccc(Cl)cc2)o1)N1CCN(S(=O)(=O)c2cccs2)CC1	0	-4	12	-30	5	-0.6	-1	-8	-2	-2
Cc1ccc2c(c1)C=CC(C)(C)S2=O (centres undefined)	-1	7	8	-1	-2	-2.9	-1	-3	0	0
CCC(Sc1nc(C)cc(=O)[nH]1)C(=O)Nc1nc2c(s1)CCCC2 (centres undefined)	-1	2	6	4	2	-0.2	3	17	-3	5
CC/S(C)=N/S(=O)(=O)c1ccc(C)cc1 (centres undefined)	-1	0	-1	8	7	-0.5	5	4	2	1
CCOC(=O)NC(NCc1ccccc1Cl)(C(F)(F)F)C(F)(F)F	2	0	-5	-7	1	0.6	0	-12	-3	3
CC(C)C[C@H](NC(=O)C1(c2ccccc2)CCN(C(=O)[C@H]2CSCN2C(=O)OC(C)(C)C)CC1)C(=O)O	1	1	3	4	-1	-1.0	-4	5	2	1

# Part of the list above in order of number of heavy atoms, ascending:
canonical_smiles	PRMT1 FP inh	mABHD4 FP	TDP2 inh	HTRA1 inh	DDE Tn7 FP inh	PG9 Ab binder	TCR-CD3 inh	SIAE primary	UHRF1 binding	LEDGF integ inh
CC/S(C)=N/S(=O)(=O)c1ccc(C)cc1 (centres undefined)	-1	0	-1	8	7	-0.5	5	4	2	1
O=C(O)C1C2CCC(C2)C1C(=O)NCc1ccccn1 (centres undefined)	-2	-6	10	4	-1	-0.6	9	3	2	-2
O=C(c1ccc(-c2ccc(Cl)cc2)o1)N1CCN(S(=O)(=O)c2cccs2)CC1	0	-4	12	-30	5	-0.6	-1	-8	-2	-2

# More entries follow:
canonical_smiles	PRMT1 FP inh	mABHD4 FP	TDP2 inh	HTRA1 inh	DDE Tn7 FP inh	PG9 Ab binder	TCR-CD3 inh	SIAE primary	UHRF1 binding	LEDGF integ inh
COc1ccc([C@@H]2CC=C(C(=O)O)[C@H](c3ccc(C)cc3)N2S(=O)(=O)c2ccc(C)cc2)cc1OC	6	14	8	-6	3	-2.1	-5	3	3	1
O=C(O)CCSc1nc2ccccc2c(=O)[nH]1	-2	8	1	-2	-2	1.2	1	2	1	2
CCC(c1nnnn1Cc1ccc(OC)cc1)N1CCN(c2ccc(OC)cc2)CC1 (centres undefined)	1	7	0	-6	7	0.1	0	2	7	-3
CCCc1cc(=O)[nH]c(SCC(=O)N(CCC#N)c2ccc3c(c2)OCCO3)n1	3	-4	-4	-5	4	0.3	-3	3	4	-2
CC1Cc2cc(S(=O)(=O)NCc3ccccc3)ccc2N1C(=O)C1CC1 (centres undefined)	47*	-11	-10	4	-1	-0.7	-5	-5	3	-5
CCSc1oc(-c2ccco2)nc1S(=O)(=O)c1ccccc1	4	3	1	-12	-4	-4.2	2	-1	-1	5
COCC(C)n1c(C)cc(C(=O)CN2C(=O)NC(Cc3c[nH]c4ccccc34)C2=O)c1C (centres undefined)	1	3	0	2	3	-0.7	-1	-5	-2	1
O=C(CCCOc1ccccc1)N1CCN(c2ccc(F)cc2)CC1	0	1	12	-1	6	-0.8	2	-2	0	-4
Cc1onc(-c2ccccc2)c1C(=O)N/N=C/C(Br)=C/c1ccccc1	0	-29	7	-30	3	-1.6	5	0	-2	-2
Cc1ccccc1CSc1[nH]c(=O)ncc1C	2	2	1	4	-3	-0.6	0	0	1	1
CCOC(=O)N1CCN(C(=O)C[C@@H]2C(=O)N(Cc3ccc(OC)cc3)C3=CCN(C(=O)OC(C)(C)C)C[C@]32C(=O)OCC)CC1	3	-5	-1	x	2	x	x	-2	1	-2
COc1nc(N)nc2nc[nH]c12	-5	-3	-6	5	-5	-0.7	5	-9	3	-2
COc1ccccc1N1CCN(C(=O)CCc2c[nH]c3ccccc23)CC1	2	-1	1	-4	6	0.5	-2	14	1	-2
O=C(NCc1ccco1)/C(=C/c1cccnc1)NC(=O)c1ccco1	-1	-2	9	4	-4	0.6	-3	-4	-5	0
Cc1cccc(-n2ccnc2SCC(=O)N2CCCc3ccccc32)c1C	1	4	-7	-2	-7	-0.5	-1	3	6	1
O=C(CSc1nc2ccccc2n1Cc1ccccc1)NN=C/C=C/c1ccccc1	-9	-13	-13	x	-4	x	x	-14	-3	3
COc1ccccc1CNc1nc(NC(C)C)nc2cc(-c3ccccc3)sc12	-4	22	4	x	2	-2.0	2	22*	-3	5
Cc1ccc(NC(=O)CSc2nnc(-c3cccnc3)n2Cc2ccco2)cc1C	10	2	11	x	-1	x	x	0	-1	0
CCCN(CCC)CC(O)CN1C(=O)N(CN2C(=O)N(CC(O)CN(CCC)CCC)C(=O)C2(C)C)C(C)(C)C1=O (centres undefined)	0	-2	-1	-2	-1	-2.0	0	4	0	0
Cc1sc2nc(CN3CCOCC3)[nH]c(=S)c2c1C	8	-5	9	9	8	1.8	3	9	-1	-6
Cc1ccc(NC(=O)c2cc(-c3cccs3)on2)cc1C	-2	-14	8	-13	3	-1.9	7	11	1	5
O=c1[nH]nc(SCc2ccccc2Cl)n1-c1ccc2c(c1)OCCO2	-1	-4	6	x	3	-0.6	1	-2	-1	-2
O=C(NCc1ccc2c(c1)OCO2)c1cccnc1Cl	0	1	5	-4	9	-0.1	-2	-7	6	0
COc1ccc(NC(=O)CN(C)C(=O)c2ccc(NS(=O)(=O)c3ccc4[nH]c(=O)[nH]c4c3)cc2)cc1	-1	2	-13	-5	1	-1.5	4	-1	1	-2
O=C(Nc1ccccc1)c1n[nH]c(Cn2cncn2)n1	0	-2	10	3	10	0.6	1	7	0	-2
O=C(O)c1ccc2nc(-c3ccco3)c(-c3ccco3)nc2c1	55*	63*	34*	16	5	-3.0	-5	6	93*	86*
S=C(NCCc1ccccc1)N1CCN(Cc2ccccc2)CC1	-1	2	13	-7	-7	-1.9	-3	2	0	3
Cc1ccccc1NC(=S)N(Cc1cccs1)C1CCCC1	5	1	0	3	-1	1.3	-3	-6	4	-2
CCC(=O)Nc1nnc(CSCc2ccc(F)cc2)s1	-3	1	2	-5	4	-1.1	4	1	0	-3
O=C(NCC(=O)N(Cc1cccs1)C(C(=O)NC1CCCC1)c1cccnc1)c1ccco1 (centres undefined)	4	6	1	5	9	2.9	-6	1	2	-4
CN(CCO)c1cc(Sc2nc3ccccc3s2)c2nonc2c1[N+](=O)[O-]	90*	22	2	7	-6	-1.4	-4	7	-12	2
COc1cc(C(=O)NCc2cn3ccsc3n2)cc(OC)c1OC	-3	8	2	2	4	-0.6	-3	6	3	-2
CN(C)c1ccc(C=C2SC(=S)N(Cc3ccco3)C2=O)cc1	-19	-100	-16	-30	-9	-3.3	-9	-61	2	7
CCc1cc(=O)oc2cc(C)cc(OCC(=O)NCCCN3CCOCC3)c12	0	-5	5	-5	2	0.3	6	-2	1	1
CSc1nsc2nc(=O)c(/C=C3\C(C)=Nc4ccccc43)c(N)n12	15	-39	-24	-18	1	1.8	-3	-25	1	-4
C/C(=N\Nc1cc(C(F)(F)F)ccc1Cl)c1ccccc1O	0	4	2	-10	3	-3.1	5	-1	6	-2
CC(=O)C1=C(C)NC(C)=C(C(C)=O)C1c1ccccc1	4	4	-2	1	3	0.3	-4	-2	2	-2
Cc1ccnc(SCC(=O)N2CCC(C(N)=O)CC2)n1	-4	1	13	4	-1	0.5	-2	5	2	-1
CCc1nc2ccc(C(=O)N(CC)CCN(C)C)cn2c1N(C)CCCc1ccccc1	3	6	0	x	5	-0.5	-6	1	1	-6
CCCNS(=O)(=O)c1ccc(CCC(=O)Nc2cc(Cl)ccc2Oc2ccccc2)cc1	-1	-50	6	-58	-3	1.6	-10	-14	0	1
O=C(COC(=O)c1ccccc1C(=O)c1ccccc1)Nc1ccc(SC(F)F)cc1	9	-40	3	-30	6	-0.1	4	-41	0	1
Cc1ccc(N2CCN(C(=O)c3ccccc3NC(=O)C3CC=CCC3C(=O)O)CC2)cc1 (centres undefined)	0	12	3	0	-10	0.1	-1	8	3	4
Cc1cc(Cl)ccc1OCc1cn2cccnc2n1	3	8	-12	1	8	0.8	1	-1	0	-3
CC(C)CN(CC(C)C)S(=O)(=O)N1CCC(C(=O)N2CCc3ccccc3C2)CC1	0	3	5	6	-7	-1.7	6	-2	4	1
CC(C)N(Cc1nc(-c2ccccc2)no1)C(=O)CN(C)S(=O)(=O)c1ccccc1	6	-14	-7	4	-3	-0.1	0	-1	5	-1
CCOc1cc(NC(=S)NCCCN2CCOCC2)c(OCC)cc1NC(=O)c1ccccc1C	4	-2	-2	1	10	-2.1	-6	0	2	-5
COc1ccc(NC(=O)C2Cc3c(-c4ccc(Cl)cc4)ccnc3O2)cn1 (centres undefined)	-1	12	5	x	11	-1.8	3	2	-2	-2
